# From PubChem BioAssay
# SKKanGAS inh: SKKanGAS growth inhibition | inhibition, % at 7.5 µM | hit rate 1.3% among 300,000 | AID 1662 | S. pyogenes SKKanGAS, kanamycin growth, BacTiter-Glo, 6 h;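 active = mean replicate score, as percent of positive control median, at least 50; inconclusive = mean below 50 but one replicate at or above 50; inactive = mean and every replicate below 50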;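 also: strain carries kanamycin resistance gene driven by streptokinase promoter and grows in 40 µg/ml kanamycin; loss of luminescence reflects streptokinase promoter inhibition or plain growth inhibition; 0% = median of DMSO wells and 100% = positive control at its reference dose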
# HSP90 inh: blocks HSP90-mediated luciferase refolding in reticulocyte lysate | Rabbit reticulocyte lysate, luciferase refolding luminescence, 3 h | hit rate 0.91% among 290,000 | inhibition, % at 5.6 µM | AID 1789;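 active = inhibition above the screen-wide mean plus 3 SD, computed separately per campaign, cut at about 16% in these data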;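 also: 0% = DMSO wells and 100% = 60 µM geldanamycin wells; inhibitors lower the luminescence because luciferase stays unfolded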
# HSF1 inh: HSF1 inhibition; activity change, negative = inhibition, % at 7.5 µM (by protocol); NIH3T3-HGL HSE-luciferase, MG132-induced, luminescence 8 h; active compounds read low; hit rate 0.77% among 300,000;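 active = more than half of replicate wells show activity change below -50%, luminescence cut by over half; inconclusive = some wells, but at most half, below -50%; inactive = no replicate well below -50%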;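 also: luciferase reports HSF-1 transcriptional activity via heat shock element; 0% = median of DMSO wells and -100% = zero luminescence signal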
# KLF5 inhibitor: suppresses KLF5 promoter-driven expression; inhibition, % at 5 µM; DLD-1 KLF5 promoter-luciferase reporter, luminescence; AID 1700; hit rate 0.23% among 290,000;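 active = inhibition above a per-plate limit of that plate's mean compound inhibition plus 3 SD, cut at about 60% in these data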;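 also: 0% = DMSO wells and 100% = LY294002 at 200 µM; higher means less KLF5 promoter-driven luciferase light; inactives centre near -14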
# aSyn UTR inh: 5' untranslated region of α-synuclein, MLPCN primary screen; inhibition, % (tested at 7.5 µM); alpha-synuclein 5'UTR reporter, inhibitor activity; AID 1813; hit rate 0.82% among 300,000; in the data active = inhibition above about 60%; inconclusive = no clear call, values can overlap the other calls;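 also: H4 neuroglioblastoma cells stably carrying SNCA 5'UTR luciferase fusion; 0% = DMSO wells and 100% = positive control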
# AI-2 QS mod: modulates the Vibrio harveyi AI-2 quorum sensing system; AID 2094; activity change, % at 7.5 µM; Vibrio harveyi JMH597 AI-2 luminescence/OD600 ratio, 9 h; active compounds read low; strain lacks LuxN and CqsS sensors; 0 = neutral-control median; hit rate 0.4% among 300,000; in the data active = activity change below about -75%, passing the limit was not always enough; inconclusive = no clear call, values can overlap the other calls;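 also: luminescence divided by OD600 gain over 9 h not by final OD600 alone; inactives centre near 13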
# HSF1 activator: increases HSF-1 driven luciferase reporter signal. hit rate 1.7% among 300,000. NIH3T3-HGL HSF-1 luciferase reporter, MG132, 8 h; 100% = twice DMSO control signal. activation, % at 9 µM;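 active = mean replicate activation of at least 50% with a set share of replicates each reaching 50%; inconclusive = only one of those two conditions met; inactive = mean below 50% and too few replicates reaching it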;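 also: 0% = median of the neutral control wells and 100% = twice that signal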
# IEC-6 tox: kills IEC-6 intestinal cells in KLF5 counter-screen; IEC-6 cytotoxicity, luminescence viability; inhibition, % at 5 µM; hit rate 0.78% among 290,000; AID 1825; in the data active = inhibition above about 22%;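 also: 0% = plate median of test compound wells and 100% = cytotoxic reference compound wells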
# HIF activator: HIF pathway transcriptional activation; U2OS HRE-luciferase reporter, luminescence; normalized: DMSO 0%, desferrioxamine 100%; activation, % at 7.5 µM (by protocol); hit rate 0.32% among 300,000;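 active = mean activation of at least 10% of the iron chelator positive control signal, with at least half of replicates also reaching 10%; inconclusive = mean and replicate majority disagree about reaching 10%; inactive = mean and most replicates under 10%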
# Platelet DG rel: modulates dense granule release in human platelets. human platelet-rich plasma, SFLLRN dense granule ATP release, luminescence. inhibition, %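 (compounds screened at 7.5 µM in platelet-rich plasma)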. hit rate 0.22% among 300,000. AID 1663;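 active = mean replicate score, as percent of positive control, at or above 50; inconclusive = mean below 50 but at least one replicate at or above 50; inactive = mean and every replicate below 50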
# An asterisk follows results filed as active; ? = inconclusive; · = not tested or not shown.
SMILES,SKKanGAS inh,HSP90 inh,HSF1 inh,KLF5 inhibitor,aSyn UTR inh,AI-2 QS mod,HSF1 activator,IEC-6 tox,HIF activator,Platelet DG rel
S=C(NCc1ccncc1)Nc1ccccc1,5.4,-4.2,3.1,-3.9,-12.6,14.0,1.3,2.1,0.0,5.9
Cc1ccc(NC(=O)c2cc(S(=O)(=O)N(C)C)ccc2N2CCCC2)cc1S(=O)(=O)N(C)C,-2.5,·,0.8,·,7.7,19.5,-5.6,·,-0.4,-3.4
COc1cccc(C(=O)Nc2ncc3c(n2)CC(C)CC3=O)c1 (centres undefined),7.1,-1.8,1.5,-17.5,-23.5,16.7,-0.1,5.6,0.0,2.6
CCN1C(=O)c2cccc3c(S(=O)(=O)NCc4ccccn4)ccc1c23,-7.7,1.0,42.5,-15.5,36.5,-13.9,37.0,1.1,-0.1,-2.7
c1ccc2cc(CSCc3nc4ccccc4[nH]3)ccc2c1,24.3,-0.4,1.2,-18.1,-8.2,9.2,-1.9,2.6,0.1,-3.4
N#CC1=C(SCC(=O)c2cc3ccccc3oc2=O)NC(=O)C(C#N)C12CCCC2 (centres undefined),20.1,0.6,-2.9,4.4,19.2,25.6,1.9,-6.1,0.1,-1.0
C#CCOCCOCCOCCNc1nc(N2CCN(C(=O)[C@H]([C@@H](C)CC)n3cc(CCCN=C(N)N)nn3)CC2)nc(N2CCN(C(=O)[C@H](C)n3cc(CCCN=C(N)N)nn3)CC2)n1,1.5,-3.2,-8.8,-12.9,-5.1,2.0,3.3,-3.4,-4.3,-2.9
CCOc1ccc(S(=O)(=O)N2CCCCC2)cc1NC(=O)CSCc1c(C)noc1C,5.5,·,9.2,·,0.0,6.5,0.1,·,-0.2,24.0
COc1ccc(-c2cc(C(=O)N(C)CC(=O)Nc3ccccc3Br)c3ccccc3n2)cc1OC,4.9,·,-6.6,·,9.2,15.2,-18.0,·,-0.3,4.5
COc1ccc(CN(CC(=O)NCc2ccco2)C(=O)CNS(=O)(=O)c2ccc(C)cc2)cc1,-3.4,1.8,-2.0,8.8,2.5,33.1,-13.1,6.4,-0.1,21.2
COc1ccc(OC)c(NC(=S)NN2CCOCC2)c1,-3.3,5.0,-4.3,-10.9,10.7,-25.1,4.6,3.4,-12.4,4.8
Cc1cc2cc(CN(Cc3cccs3)C(=S)NCc3ccco3)c(=O)[nH]c2cc1C,-5.0,1.7,18.6,-24.0,1.9,3.1,63.3*,-5.0,0.3,-22.2
Cn1cccc1CNC1CCCC1,0.7,3.1,-8.7,-26.1,4.9,19.1,-11.1,-8.5,-0.2,-5.4
CC1CCCCC1NC(=O)C1CCN(C(=O)c2sccc2-n2cccc2)CC1 (centres undefined),-4.9,-3.6,-1.2,-13.9,5.9,15.6,7.2,-2.9,-0.1,-5.3
Cc1ccccc1OCC(=O)N/N=C/c1ccco1,-6.2,-0.9,-1.4,-20.5,-3.3,18.9,6.8,2.1,0.2,0.6
O=[N+]([O-])c1cc(C(F)(F)F)cc([N+](=O)[O-])c1NCCNC(=S)Nc1cccc(F)c1,32.4,5.6,6.7,-38.6,-5.0,14.4,17.3,4.9,1.0,8.2
COc1ccc(-c2nc3c(n2O)CCc2c-3no[n+]2[O-])cc1,-10.8,36.6*,-24.8,-87.9,-131.5,0.1,-17.0,-4.2,2.1,-11.4
Cc1nnc(SC(C)C(=O)NC2CCCCC2C)n1N (centres undefined),-0.9,·,3.7,·,2.9,-8.2,12.6,·,0.0,-7.0
Cc1ccc(-c2nc(CS(=O)CC(=O)NC3CCC(C)CC3)c(C)o2)cc1 (centres undefined),-2.9,-3.2,5.7,-7.7,9.2,29.5,9.3,7.0,0.6,-0.3
C=CCC1(O)CC(c2ccco2)NC(c2ccco2)C1CCC (centres undefined),-2.9,2.7,2.8,-26.9,8.8,7.7,5.2,2.8,0.2,1.8
CSc1ccccc1OCc1cc(C(=O)NCCc2nc(C)cc(C)n2)no1,2.5,-1.1,6.5,-24.2,-45.0,16.2,16.4,2.0,-0.5,-7.6
COc1cc(NC(=O)Cn2c(=O)n(-c3cccc(C)c3)c(=O)c3c(C)c(C)sc32)cc(OC)c1,-4.0,-1.2,8.1,-3.0,30.7,-8.8,23.7,2.6,-0.2,-19.0
O=C(OCC(=O)N1CCOCC1)c1ccccc1Br,-3.9,-4.6,2.2,-35.7,-26.5,18.8,15.1,-3.8,1.6,-14.5
Cc1nc(NCc2ccccn2)c2c3c(sc2n1)CCCC3,2.3,0.5,3.1,20.1,20.6,2.8,5.9,0.6,0.5,-1.4
CCS(=O)(=O)N1CCN(Cc2ccncc2)CC1,-4.1,-2.1,-1.3,0.4,12.7,13.5,2.0,-1.9,0.4,-3.4
CCc1ccc(/C=N/n2c(C3CCCCC3)n[nH]c2=S)cc1,?,0.9,-4.4,-5.6,25.0,-61.2,-14.0,2.4,0.9,0.4
Cc1ccccc1-n1c(=O)cc(N2CCC3(CC2)OCCO3)[nH]c1=O,-0.1,-4.9,-0.1,-23.6,27.1,19.8,-5.1,-6.2,0.0,6.1
CC(NC(=O)C1CCN(S(=O)(=O)N2CCCCCC2)CC1)c1ccccc1 (centres undefined),1.4,-4.3,-7.6,-1.0,39.9,4.4,5.4,-2.2,0.0,-11.9
Cn1c(=O)c(C(=O)COC(=O)c2cc(-c3ccco3)nc3ccccc23)c(N)n(CC2CC2)c1=O,36.2,-1.4,4.3,1.8,32.8,22.8,5.1,-6.4,1.0,-0.5
CC(C)C(=O)Nc1cc2c3c(c1)CCN3C(=O)CC2,-2.1,-0.8,5.1,5.2,9.2,12.0,7.0,9.4,-0.2,4.3
CC(C)[C@@H]1NC(=O)c2cc([N+](=O)[O-])cc(I)c2NCCC[C@@H](C(=O)NC(CC(=O)O)C(N)=O)NC(=O)[C@H](CO)NC1=O (some centres undefined),-6.1,-2.2,-1.6,-5.2,6.2,1.4,10.1,7.0,2.0,-6.7
Cc1ccc(C(=O)OC(C)C(=O)NC2CCCCC2C)cc1S(=O)(=O)N1CCOCC1 (centres undefined),4.6,-1.9,-6.1,-55.8,-4.2,12.2,-20.5,0.9,-0.1,-9.2
Cc1noc(C)c1C(=O)Nc1ccccc1-c1ccccc1,1.8,-4.1,-3.2,-41.6,17.4,0.8,-0.3,-0.6,-0.1,16.0
COc1cccc(-c2cc(C(=O)N/N=C/c3ccco3)c3ccccc3n2)c1,1.1,2.5,26.1,-37.3,3.5,18.1,34.6,5.1,-0.1,15.1
Cc1nn(Cc2ccccc2)c(C)c1NC(=O)c1noc2c1CCc1ccccc1-2,7.9,-2.0,-67.2*,-31.6,33.6,15.4,-72.0,-7.0,0.0,-7.7
CCCc1nn2c(=O)cc(CSCC(=O)Nc3ccc(OC)cc3)nc2s1,-3.0,1.4,-3.9,9.2,7.2,10.4,4.4,-2.9,-0.6,-15.0
O=[N+]([O-])/C(C(=C(Cl)Cl)N1CCN(Cc2ccccc2)CC1)=C1\NCCN1Cc1ccc(Cl)nc1,2.4,-0.3,-4.4,17.7,-6.2,17.5,-13.7,2.1,-0.1,-6.2
CCCCn1c(SCC(N)=O)nnc1-c1ccco1,4.2,-4.0,-4.7,-17.4,-3.3,20.0,-10.9,-3.9,0.1,12.2
COc1cc(C(=O)Nc2ccccc2-c2nnn(CC(N)=O)n2)cc(OC)c1OC,2.4,2.3,0.6,3.6,-8.4,22.3,14.7,0.6,0.2,·
CC(NC(=O)Nc1ccccc1)c1ccccc1 (centres undefined),1.7,2.7,3.9,-11.5,16.3,17.6,14.1,-0.6,-12.8,2.9
NC(=O)Cn1nc(C(F)(F)F)c2c1CCCC2,10.7,-2.9,-2.8,-17.2,11.9,24.1,3.6,-4.2,-1.0,-13.6
CC1CCc2c(sc3c2C2=NS(=O)(=O)CCN2C=N3)C1 (centres undefined),-2.2,-1.6,-4.9,3.7,-7.8,29.9,-9.1,-3.5,0.3,-1.2
COc1ccc(NC(=S)N2CCN(Cc3ccc(C)cc3)CC2)cc1,4.5,1.5,-1.4,-16.2,-7.5,9.4,6.4,-2.3,-0.7,14.2
CCCc1nc2ccccc2c(=O)n1CCc1ccccc1,-1.7,-2.7,9.6,-3.9,4.4,-8.8,14.1,-0.5,-0.2,0.2
O=C(Nc1nc2ccccc2[nH]1)c1ccc(Cl)cc1,18.0,46.0*,23.3,25.8,65.9*,21.4,39.0,17.3,-2.0,17.8
CCc1ccc2c(CN3CCc4ccccc43)cc(=O)oc2c1,14.8,2.2,-5.0,-13.7,15.4,19.8,14.0,0.3,0.4,-2.0
Cn1c(C23CC4CC(CC(C4)C2)C3)n[nH]c1=S,-6.3,-3.7,-5.2,-7.1,9.9,15.3,2.3,-1.4,-0.8,-5.1
O=C(c1c(F)cccc1F)N1CCN=C1SCc1ccccc1,-0.5,0.4,-3.8,-18.9,0.8,-60.9,-3.1,0.7,-0.2,5.2
COc1cc(NC(=O)CSc2nc3[nH]ncc3c(=O)n2-c2ccc(Cl)cc2)cc(OC)c1,16.6,-4.0,-40.6,-6.4,7.1,13.1,-39.8,6.0,-0.9,-1.9
O=C(Nc1ccc2c(c1)OCO2)OCc1ccccc1,0.4,1.2,10.5,-110.8,-123.5,-92.9*,17.8,0.1,2.5,12.0
C=CCNC(=O)N[C@@H](CCSC)C(=O)OC,-13.9,-0.7,-5.2,-2.9,7.8,27.9,6.2,0.3,0.0,10.0
COc1ccc(C(=O)CCNc2ccc(C)c(Cl)c2)cc1,-4.1,5.1,21.5,-3.8,-54.3,25.9,25.9,-7.2,0.1,-0.2
COC(=O)/C=C(\C)NC(=O)c1ccccc1Cl,1.7,-4.5,-0.7,-15.8,-31.6,-2.2,2.2,0.0,0.7,-6.6
C/C(=N\NC(=O)CSCc1ccccc1Cl)c1cccc(NC(=O)c2ccccc2)c1,35.3,1.3,8.6,-14.0,7.9,9.0,49.5,1.0,-0.1,6.5
Cc1cc(C)c2nc(NCCCNC(=S)NCCCN(C)C)c(C#N)cc2c1,5.5,2.4,-0.5,-24.0,96.4*,-4.4,1.5,-2.2,-7.4,9.9
Cn1cc(CNC(=O)Nc2ccc3c(c2)OCO3)cn1,-0.6,-2.7,-5.3,-31.5,-41.8,22.1,-1.3,-0.4,1.6,-1.9
O=C(COC(=O)C1CCN(c2ccc(C(F)(F)F)cn2)CC1)NCCc1ccccc1,-1.4,·,-3.5,·,0.6,5.5,3.9,·,1.4,-5.6
O=C(CSc1nnc(CNC(=O)c2ccc(F)cc2)o1)NCc1ccc(F)cc1,-2.1,2.4,-0.6,1.1,9.9,4.9,-25.4,6.8,0.3,32.6
